# AHR activator = human AHR activation | P35869 | AHR-responsive luciferase reporter cells, luminescence | activation, % at 5 µM | actives 2.5% (n = 320,000) | AID 2796; in the data active = activation above about 47%;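 note: 0% = vehicle wells and 100% = reference agonist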
# LAP4 TOR yeast = yeast TOR pathway LAP4-GFP modulation; AID 2023; GFP response vs DMSO, % at 10 µM; S. cerevisiae LAP4-GFP multiplex, flow cytometry GFP, 3 h; median GFP as percent of DMSO wells; actives 0.34% (n = 320,000);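 active = GFP response vs DMSO above a set limit, about the screen mean plus 3 SD, cut at about 150% in these data; inconclusive = under 70 cell events counted for the yeast strain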
# RPL19A-GFP yeast = modulators of TOR pathway RPL19A-GFP in S. cerevisiae; AID 2025; actives 0.3% (n = 330,000); S. cerevisiae RPL19A-GFP strain, flow cytometry, 3 h; hits give low values; percent response vs DMSO, % at 10 µM;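 active = percent response vs DMSO below 50%; inconclusive = fewer than 70 events counted for the yeast strain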;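 note: median channel GFP fluorescence of the barcoded RPL19A-GFP strain; ratio of sample median GFP to plate DMSO average so 100% = DMSO; lower means less RPL19A-GFP as with rapamycin TOR inhibition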
# ZTA DNA inh = counter-screen for EBNA-1 inhibitors: inhibitors of Epstein-Barr virus ZTA; P03206; ZTA-DNA binding, fluorescence polarization; inhibition, % at 11 µM; actives 0.15% (n = 320,000); in the data active = inhibition above about 33%
# MEP2-GFP yeast = modulators of TOR pathway MEP2-GFP in S. cerevisiae | GFP response vs DMSO, % at 10 µM | S. cerevisiae MEP2-GFP strain, flow cytometry GFP, 3 h; 100% = DMSO control level | AID 2016 | actives 0.51% (n = 330,000);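 active = GFP response versus DMSO above a set limit, roughly screen mean plus 3 SD, cut at about 180% in these data; inconclusive = fewer than 70 cells counted for a yeast strain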;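 note: median GFP fluorescence of the barcode-gated MEP2-GFP cells per well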
# procasp7 counter = activates human procaspase-7, counter-screen for procaspase-3 activators; P55210; recombinant procaspase-7, Ac-DEVD-pNA absorbance 405 nm; D23A/D198A/D206A triple mutant, cannot self-cleave; scale: DMSO 0, 5 µM enzyme 100; activation, % at 8.5 µM; actives 0.093% (n = 330,000); AID 463210;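 active = percent activation above the screen-wide mean plus 3 SD, cut at about 25% in these data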
#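 System: Procaspase-7 triple mutant (PC-7 D3A); measure: % activation from two-timepoint absorbance difference, scaled to controls; times: 1 h compound preincubation, 2 h substrate cleavage, 25 °C; also added: Ac-DEVD-pNA substrate, 400 µM as added; measured by: Epi-absorbance of released pNA at 405 nm, two timepoints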
# EBNA-1 inh = blocks EBNA-1 binding to DNA; EBNA-1 DNA binding, fluorescence polarization; inhibition, % at 14.8 µM; actives 0.34% (n = 300,000); in the data active = inhibition above about 28%
# proCasp3 act = procaspase-3 (human) activation; actives 0.11% (n = 330,000); AID 463141; activation, % at 8.5 µM; recombinant procaspase-3 D3A, Ac-DEVD-pNA absorbance 405 nm;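 active = activation above the mean of all tested compounds plus 3 SD, cut at about 21% in these data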;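 note: 0% = DMSO alone and 100% = DMSO wells spiked with extra 5 µM PC-3 D3A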
#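 material = Procaspase-3 D3A mutant | probe or stimulus = Ac-DEVD-pNA | compound = single dose, 8.5 µM nominal compound, 0.8% DMSO | timing = 1 h preincubation, 2 h reaction | measured by = 405 nm absorbance of p-nitroaniline, reads at 0 and 120 min | benchmarks = DMSO-only low control, 5 µM PC-3 D3A high control | repeats = singlicate, each compound tested once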
# Numbers without * were called inactive; ? = inconclusive; . = no result given; [ ] = another dose, or the depositor's remark.
SMILES,AHR activator,LAP4 TOR yeast,RPL19A-GFP yeast,ZTA DNA inh,MEP2-GFP yeast,procasp7 counter,EBNA-1 inh,proCasp3 act
Cc1c(CCC(=O)N2CCC(C(=O)O)(c3ccccc3)CC2)c(=O)oc2cc3oc4c(c3cc12)CCCC4,2,105,97,-17,94,6,10,-6
Cc1ccc(N2CCN(C(=O)c3cccs3)CC2)cc1C,2,95,98,12,90,-6,3,1
CCOc1ccc(C(=O)NC(=S)NCc2cccnc2)cc1[N+](=O)[O-],33,89,99,2,102,-8,3,-7
O=C(Nc1ccc(Br)cc1F)C1CCCN(S(=O)(=O)c2cnc[nH]2)C1 (stereo unspecified),5,104,101,2,109,5,-2,8
CCC(=O)NC(O)C(=O)c1ccc(C)cc1 (stereo unspecified),-1,108,104,-5,100,6,-3,-1
O=c1c2cc(-c3ccccc3)sc2nc2n1N=C(c1cccs1)CS2,59*,105,96,-9,100,0,0,-1
COc1ccc(NC(=S)Nc2cccc(C(C)=O)c2)cc1OC,10,106,104,-4,111,-35,-16,-11
Cc1ccc(NC(=S)N(CCN2CCOCC2)Cc2ccccc2F)cc1,1,93,93,-28,99,-3,-5,0
CC1CCCC(C)N1C(=O)Cc1ccccc1 (stereo unspecified),-1,90,92,-5,93,-4,8,-2
Cc1cc(C(F)(F)F)nc(SCC(=O)NC2CC3CCC2C3)n1 (stereo unspecified),-1,101,102,10,102,7,2,-2
CCOc1ccc(CCNC(=O)CCc2c(C)nc3ncnn3c2C)cc1OCC,2,93,94,1,91,6,1,6
CCc1ccc(C(C)NC(=O)/C(C#N)=C\c2cn[nH]c2-c2ccccc2)cc1 (stereo unspecified),3,97,104,5,103,-7,6,3
COc1ccccc1CNC(=O)C1Cc2ccccc2C(=O)O1 (stereo unspecified),-10,105,107,-10,107,1,4,-1
COc1ccc(Cc2nnc(SCC(=O)NC3(C#N)CCCCC3)n2N)cc1,3,97,97,-12,90,4,-1,6
Cn1nc(-c2ccc(N3CCN(CCO)CC3)c([N+](=O)[O-])c2)c2ccccc2c1=O,-2,93,105,-6,104,-6,-6,1
Nc1nonc1-c1nc2ccccc2n1CC(=O)N/N=C/c1ccc(-c2ccccc2C(=O)O)o1,2,117,107,4,130,2,2,1
CC1CC(C)CN(c2oc(-c3ccco3)nc2C#N)C1 (stereo unspecified),28,103,106,-7,119,4,12,7
O=S1(=O)CCN(C(CO)c2ccccc2)CC1 (stereo unspecified),0,76,80,-21,86,12,-1,6
COc1ccc(-c2ccnc3c(C(=O)O)cnn23)cc1,0,104,99,5,94,1,-2,8
Cc1ccc(NS(=O)(=O)c2cc(C(=O)N3CCc4ccccc4C3)ccc2Cl)cc1,1,103,100,-4,104,-4,10,-4
COc1cc(/C=N/N(C)c2ccccc2)cc(Cl)c1O,52*,93,95,9,102,-23,5,-9
O=c1cc(-c2c(F)c(F)c(F)c(F)c2F)oc2ccccc12,2,93,101,5,105,5,4,3
Cc1cc(C(=O)CCC(=O)Nc2ncccc2C)c(C)s1,3,104,94,4,98,2,-6,-5
Cc1ccc2c(c1C)NC(=O)C2(O)CC(=O)c1ccc2c(c1)OCO2 (stereo unspecified),7,96,97,6,92,-5,14,-3
CCN1CCN(CC(O)COc2cccc(OC)c2)CC1 (stereo unspecified),4,102,101,3,103,6,9,-1
CCCCC(CC)CNCc1cccn1CCN1CCOCC1 (stereo unspecified),1,91,105,-4,107,-10,-14,-8
COC(=O)C1=C(C)Nc2nc3ccccc3n2C1c1ccccc1F (stereo unspecified),15,108,103,9,100,-4,4,-9
CC(=O)Nc1ccc(S(=O)(=O)NC2Cc3ccccc3C2)cc1,4,98,105,-12,104,-6,-6,4
CCN(C(=O)COC(=O)c1ccc(OC)c(S(=O)(=O)N2CCCc3ccccc32)c1)C1CCS(=O)(=O)C1 (stereo unspecified),2,104,101,-23,98,2,-2,10
CCSc1nc(N)c2c3c(sc2n1)CCC3,9,98,90,-18,95,-12,-14,-2
Cc1cc(N2CCC(C(=O)NC3CC3)CC2)nc(-c2ccccc2)n1,8,99,98,-2,94,2,7,-6
Cc1ccccc1Cn1c(CN2CCN(c3ccc(F)cc3)CC2)nc2c1c(=O)n(C)c(=O)n2C,4,99,92,8,89,-1,-3,-5
Cc1cc(C)cc(OCC(=O)N/N=C/c2ccco2)c1,5,102,95,-6,103,4,-13,3
Cc1cc(CNCc2c(C(=O)N(C)Cc3ccccc3)nc3ccccn23)nn1C,4,89,100,5,108,0,0,5
COc1ccc(CN(C)C(=O)CNC(=O)c2ccc3ccccc3c2)c(OC)c1,3,90,100,5,106,-12,-6,1
Cc1nc2c(cc1N)nc(C)n2Cc1ccccc1,2,89,96,-4,107,1,0,4
COc1ccccc1S(=O)(=O)Nc1ccc2cn[nH]c2c1,27,89,96,-9,96,-5,2,2
Cc1ccc(S(=O)(=O)N2CCCCC2)cc1C(=O)OC1CCCCC1=O (stereo unspecified),3,92,88,-6,90,3,15,-14
Cc1cc(C)n(CCNC(=O)CCc2nnc(CCc3ccccc3)o2)n1,2,87,103,-4,107,9,-1,5
COc1ccc(/C=N/NC(=O)c2[nH]c3ccc(Br)cc3c2-c2ccccc2)cc1,29,97,104,-10,111,-6,5,-89

# Entries above printed as active in AHR activator.
compound,AHR activator,LAP4 TOR yeast,RPL19A-GFP yeast,MEP2-GFP yeast,EBNA-1 inh,proCasp3 act
O=c1c2cc(-c3ccccc3)sc2nc2n1N=C(c1cccs1)CS2,59*,105,96,100,0,-1
COc1cc(/C=N/N(C)c2ccccc2)cc(Cl)c1O,52*,93,95,102,5,-9

# Part of the list above in order of number of heavy atoms, smallest number first.
SMILES,AHR activator,LAP4 TOR yeast,RPL19A-GFP yeast,ZTA DNA inh,MEP2-GFP yeast,procasp7 counter,EBNA-1 inh,proCasp3 act
Cc1cc(C(=O)CCC(=O)Nc2ncccc2C)c(C)s1,3,104,94,4,98,2,-6,-5
Cc1cc(N2CCC(C(=O)NC3CC3)CC2)nc(-c2ccccc2)n1,8,99,98,-2,94,2,7,-6
COc1ccc(CN(C)C(=O)CNC(=O)c2ccc3ccccc3c2)c(OC)c1,3,90,100,5,106,-12,-6,1

# Going on with the list:
SMILES,AHR activator,LAP4 TOR yeast,RPL19A-GFP yeast,ZTA DNA inh,MEP2-GFP yeast,procasp7 counter,EBNA-1 inh,proCasp3 act
COC(=O)c1sc(NC(=O)c2c(F)cccc2F)c(C#N)c1C,3,96,103,1,106,6,3,3
Nc1nc2ccc(S(=O)(=O)N3CCCCC3)cc2s1,3,117,100,4,104,-9,4,-4
CCOc1ccc(NC(=S)N(CCN2CCOCC2)Cc2cc3cc4c(cc3[nH]c2=O)OCCO4)cc1,9,100,114,-3,106,-6,-5,-1
O=C(NCCCN=C1NS(=O)(=O)c2ccccc21)c1ccc(Cl)cc1,11,93,102,6,104,-4,-16,-2
Cc1csc(SCC(=O)NCc2ccccc2)n1,3,93,94,0,92,3,-3,-2
COc1cc(C(=O)NC2CCN(CC(=O)Nc3cccc(C)c3C)CC2)cc(OC)c1OC,1,101,101,2,97,0,-2,5
Cc1ccc(Nc2c(-c3ccc(N4CCOCC4)cc3)nc3ncccn23)cc1C,4,103,98,-2,101,-55,8,-10
CCOC(=O)C(=CNc1cc(C)nn1-c1ccc(C)cc1)C(=O)OCC,13,103,101,7,101,0,15,4
CC(C)N(C1=CC(=O)OC12CCCCC2)C(C)C,0,.,92,-6,102,-2,6,-2
O=[N+]([O-])c1[nH]cnc1/C=C/c1ccccc1,4,89,100,18,96,-12,-10,1
O=C(CN1C(=O)c2ccc([N+](=O)[O-])cc2C1=O)NCc1ccco1,-2,105,97,1,96,2,-13,6
Cc1ccc(Cn2ccc(NC(=O)c3cc(C)on3)n2)cc1,2,98,96,-8,102,12,-7,1
Clc1cccc(Nc2nc(-c3ccncc3)nc3ccccc23)c1,5,98,91,-18,91,7,-10,3
CC(=O)c1ccc(N2CCN(C(=O)CCS(=O)(=O)c3ccc4c(c3)NC(=O)CS4)CC2)cc1,2,108,100,-21,100,3,4,0
O=C(NNS(=O)(=O)c1ccccc1)c1ccccc1-n1cccc1,-1,108[may fluoresce green],93[may fluoresce green],-4,116[may fluoresce green],14,-1,-3
CCOC(=O)CNC(=O)CSc1nnc(-c2ccccc2)c(-c2ccccc2)n1,-2,100,96,-5,94,5,9,7
Cc1ccc(-c2c[nH]c(=S)n2-c2ccccc2)cc1,8,107,106,-1,104,-37,-10,-11
CCOc1ccc(N2C(=O)CC(N3CCN(c4ccccc4OC)CC3)C2=O)cc1 (stereo unspecified),1,103,104,8,113,-21,-3,-25
CCOc1ccc(CCNC(=O)COC(=O)c2cc(OC)c(OC)cc2[N+](=O)[O-])cc1OCC,0,98,94,-10,97,3,7,3
CN(C)S(=O)(=O)c1ccc(N2CCCC2)c(C(=O)N2CCN(S(=O)(=O)c3ccccc3F)CC2)c1,5,97,89,3,101,1,7,-10
Cc1ccc(S(=O)(=O)N2CCN(C(=O)C3CCCC3)CC2)cc1C,2,102,106,-6,114,6,-7,5
CCOC(=O)N1CCN(C(=O)Cc2ccsc2)CC1,2,?,?,-11,?,13,-3,-10
CCn1nc(C(=O)NNC(=O)c2ccc(OC(F)F)cc2)c2ccccc2c1=O,2,88,96,.,100,2,.,8

# Entries of single compounds as entered above. Values in the order: AHR activator | LAP4 TOR yeast | RPL19A-GFP yeast | ZTA DNA inh | MEP2-GFP yeast | procasp7 counter | EBNA-1 inh | proCasp3 act
# COc1cc(C(=O)NC2CCN(CC(=O)Nc3cccc(C)c3C)CC2)cc(OC)c1OC is entered as 1 | 101 | 101 | 2 | 97 | 0 | -2 | 5
# CC(=O)c1ccc(N2CCN(C(=O)CCS(=O)(=O)c3ccc4c(c3)NC(=O)CS4)CC2)cc1 is entered as 2 | 108 | 100 | -21 | 100 | 3 | 4 | 0
